AmpC no deterg: blocks E. coli AmpC beta-lactamase in detergent-free assay; P00811; Potency, µM (doses to about 57.1 µM), for the others: at the highest dose activity change, negative = inhibition, usual class: inhibitors; AmpC nitrocefin hydrolysis, absorbance 480 nm, 0.0001% Triton; 0.52% of 330,000 active;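 also: potency is read from the fitted curve at half-maximal effect; plate controls were no compound for no effect and no enzyme for full effect; nearly all actives have a fitted effect of over 20% in size; some results filed as inactive show a strong effect at the top dose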
Target sequence (P00811 whole entry, looked up): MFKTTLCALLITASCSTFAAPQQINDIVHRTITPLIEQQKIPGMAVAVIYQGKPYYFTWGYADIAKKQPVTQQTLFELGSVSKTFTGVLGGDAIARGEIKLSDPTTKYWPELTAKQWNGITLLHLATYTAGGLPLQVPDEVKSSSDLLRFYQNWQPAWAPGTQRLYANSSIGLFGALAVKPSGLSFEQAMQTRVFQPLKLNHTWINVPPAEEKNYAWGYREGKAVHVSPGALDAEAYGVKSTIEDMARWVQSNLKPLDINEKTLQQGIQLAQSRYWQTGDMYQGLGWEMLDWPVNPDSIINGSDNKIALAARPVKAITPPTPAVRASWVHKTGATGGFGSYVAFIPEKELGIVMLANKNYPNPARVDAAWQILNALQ
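AmpC (5.3 nM in the dispensed reagent) in 20 mM phosphate pH 7.0 with 0.01% (detergent screen) or 0.0001% Triton X-100 was preincubated with compounds for 15 min at room temperature. Nitrocefin was then added from an 800 uM solution, and hydrolysis was followed at 480 nm.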
AmpC detergent: inhibitors of E. coli AmpC beta-lactamase with detergent | AmpC hydrolysis of nitrocefin, absorbance 480 nm, 0.01% Triton | Potency, µM (series often up to 114 µM), for inactives: top-dose activity change, negative = inhibition, hits mostly inhibitors | 0.041% of 370,000 active;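 also: potency is read from the fitted curve at half-maximal effect; 0% = no-compound wells and -100% = no-enzyme wells; nearly all actives have a fitted effect of over 25% in size; some results filed as inactive show a strong effect at the top dose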
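AmpC (5.3 nM in the dispensed reagent) in 20 mM phosphate pH 7.0 with 0.01% (detergent screen) or 0.0001% Triton X-100 was preincubated with compounds for 15 min at room temperature. Nitrocefin was then added from an 800 uM solution, and hydrolysis was followed at 480 nm.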
HCMV inh: human cytomegalovirus inhibition; HFF cells, HCMV-luciferase reporter, 72 h; stronger effect = lower value; activity change, negative = inhibition, % at 57.5 µM; 4.5% of 410,000 active; AID 1259415; in the data active = activity change below about -60%; inconclusive = no clear call, values can overlap the other calls; inactive = above about -39%; also: % is scaled to controls: 0 for no effect and ±100 for the full control effect
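After 16 h attachment at 37C, HFF cells received test compound and HCMV-luciferase (1 PFU/cell); reporter luminescence read 72 h later, data normalized against buffer-only and known inhibitor Salinomycin.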
CHX counter: counter-screen for Shiga toxin inhibitors: cycloheximide protein synthesis inhibition. cell reporter, cycloheximide protein synthesis inhibition counterscreen. max response, %. 12% of 300,000 active. AID 2314; in the data active = max response mostly above about 13%, no sharp cut-off; inactive = mostly below about 14%; also: read at 38.3 µM for the half of the compounds with a filed dose; 0% is about no effect
Giardia FBPA inh: blocks Giardia fructose-bisphosphate aldolase activity. A8B2U2. purified Giardia FBPA. Potency, µM (highest dose often 59.6 µM), for the others: top-dose activity, negative = inhibition, actives largely listed as inhibitors. 0.71% of 290,000 active; also: potency is read from the fitted curve at half-maximal effect; % is scaled to controls: 0 for no effect and ±100 for the full control effect; nearly all actives have a fitted effect of over 55% in size
Target sequence (A8B2U2 whole entry, looked up): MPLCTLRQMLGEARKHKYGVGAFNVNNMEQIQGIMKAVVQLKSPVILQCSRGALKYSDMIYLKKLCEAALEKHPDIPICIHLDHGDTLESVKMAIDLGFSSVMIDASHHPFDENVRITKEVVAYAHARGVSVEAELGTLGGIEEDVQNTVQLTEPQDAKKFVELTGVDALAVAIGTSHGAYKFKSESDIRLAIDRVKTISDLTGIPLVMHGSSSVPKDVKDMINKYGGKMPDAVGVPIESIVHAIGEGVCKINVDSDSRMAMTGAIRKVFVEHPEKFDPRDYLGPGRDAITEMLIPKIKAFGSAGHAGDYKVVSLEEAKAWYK
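40 nM FBPA preincubated 10 min at RT with compound (up to 57.5 uM final), then substrate plus GAPDH/TPI/NAD/arsenate coupling and diaphorase/resazurin added. Fluorescence read after 20 min at RT, 525/598 nm.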
Shiga inhibitor: Shiga toxin inhibition; Vero cells, Shiga toxin protein synthesis inhibition reporter; inhibition, % at 38.7 µM; 9.2% of 290,000 active; in the data active = inhibition mostly above about 28%, no sharp cut-off; inactive = mostly below about 43%; also: 0% is about no effect
AMA1 RON2 block: inhibitors of Plasmodium falciparum AMA1-RON2 interaction. AlphaScreen AMA1-biotinylated RON2 peptide binding. Potency, µM (top dose mostly 58.2 µM), for the others: top-dose activity change, negative = inhibition, hits mostly inhibitors. 0.2% of 360,000 active;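 also: potency is read from the fitted curve at half-maximal effect; 0% = vehicle wells and -100% = peptide control; nearly all actives have a fitted effect of over 45% in size; some results filed as inactive show a strong effect at the top dose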
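AMA1 (3D7) with his tag at 25 nM final met compounds first, then biotinylated RON2 peptide at 25 nM; detection used donor plus acceptor beads, 10 µg/mL apiece, read by AlphaScreen after 30 min at room temperature.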
Numbers without * were called inactive; i = inactive; ? = inconclusive; . = no result given; [ ] = dose if it differs, or a comment. Unless noted, calls follow the shape of the dose curve; as a rule, active = well fitted curve in the direction sought with a large enough effect; inconclusive = small, poorly fitted or top-dose-only effect, or another doubt; inactive = no such curve, though single readings can be large; an effect the other way counts as inactive or inconclusive.

Letter code – A = AmpC no deterg; B = AmpC detergent; C = HCMV inh; D = CHX counter; E = Giardia FBPA inh; F = Shiga inhibitor; G = AMA1 RON2 block
> Cn1c(=O)c2c(nc(CN3CCN(C(c4ccccc4)c4ccccc4)CC3)n2CCCO)n(C)c1=O
  A = 186%[activator]	B = 2%	C = -11	D = -1	E = -4%	F = -6	G = -5%
> COc1ccc(CCNC(=O)c2ccc(CN3CCC(Cc4ccccc4)CC3)cc2)cc1OC
  A = 91%[activator]	B = 8%	C = -1	D = -4	E = 3%	F = 9	G = 17%
> CC(C)NS(=O)(=O)c1ccc(NC(=O)Cc2cccs2)cc1
  A = -27%	B = ?	C = 58	D = 24*	E = 6%	F = 40*	G = -8%[2.32 µM]
> Cc1cccc(C2CC(c3ccc(Br)cc3)Nc3nc(N)nn32)c1 (stereo not drawn)
  A = 73%[activator]	B = ?	C = 1	D = -2	E = 0%	F = -12	G = 0%
> CCCn1nc(C(=O)N2CC(=O)Nc3ccccc32)c2ccccc2c1=O
  A = 85%[activator]	B = -10%	C = -11	D = -2	E = -9%	F = 3	G = 10%
> COC(=O)c1ccccc1N=Cc1c(O)[nH]c(=S)[nH]c1=O
  A = -15%	B = 3%	C = 22	D = 3	E = -1%	F = 9	G = -7%
> COc1ccccc1NC(=O)CSc1ncn[nH]1
  A = -19%	B = 1%	C = -15	D = 20	E = -1%	F = -5	G = 1%
> Cc1ccc(OCCCCn2ccnc2)c([N+](=O)[O-])c1
  A = 4%	B = -6%	C = -15	D = 21*	E = ?	F = 36	G = -2%
> CCOC(=O)[C@@H]1CCNC[C@@H]1c1ccccc1
  A = -5%	B = 0%	C = 125	D = -1	E = -7%	F = -28	G = -2%
> Cc1ccc(S(=O)(=O)N2CCC[C@H]2C(=O)OC(C)C(=O)Nc2ncc(Cl)cc2Cl)cc1 (stereo partly drawn)
  A = 11%	B = -3%	C = 29	D = -2	E = 4%	F = -8	G = -4%
> C#CCOc1ccc(Br)cc1/C=N/O
  A = -27%	B = 0%	C = -19	D = 8	E = -1%	F = -6	G = 6%
> COc1cccc(N2CC(O)=C(c3nc4ccccc4s3)C2=N)c1
  A = -36%	B = -3%	C = ?	D = 33*	E = -6%	F = 54*	G = 76%[activator]
> COc1cccc(OC)c1C(=O)Nc1cc(C)nn1-c1nc2ccccc2[nH]1
  A = -4%[2.29 µM]	B = -7%	C = 7	D = 3	E = ?	F = 16	G = 82%[activator]
> CN(/N=C/Cc1nnnn1-c1ccc(Cl)cc1)c1ccccc1
  A = -10%	B = 12%	C = 8	D = 1	E = 1%	F = 8	G = -2%
> COc1c(C(=O)Nc2ccc(CN3CCOCC3)cc2)cc2ccccc2c1Br
  A = 198%[activator]	B = -2%	C = 4	D = 8	E = .	F = -19	G = -18%
> COc1ccc(C(=O)n2nc(-c3ccc(Cl)cc3)nc2N)cc1OC
  A = -20%	B = -2%	C = 9	D = 0	E = 5%	F = 4	G = -3%
> O=c1cc(CSCc2ccc(Cl)cc2)[nH]c(=O)[nH]1
  A = -15%	B = 1%	C = 13	D = 6	E = 17%	F = -4	G = 8%
> COc1ccc(C(c2c(C)[nH]n(-c3ccccc3)c2=O)c2c(C)[nH]n(-c3ccccc3)c2=O)cc1OC
  A = 30%	B = -5%	C = -11	D = -2	E = ?	F = -6	G = -27%
> O=C(CC(NC(=O)OCc1ccccc1)C(=O)O)OCc1ccccc1 (stereo not drawn)
  A = -22%	B = -11%	C = -8	D = -2	E = 7%	F = -4	G = -5%
> COc1ccc(-c2nnn(CC(=O)N(CCCO)C(C(=O)NC3CCCC3)c3ccncc3)n2)cc1 (stereo not drawn)
  A = 73%[activator]	B = ?	C = 25	D = -7	E = 8%	F = 11	G = 0%
> NC(=O)CC(NC(=O)c1ccccc1)c1ccc(NC2CCCCCCC2)c([N+](=O)[O-])c1 (stereo not drawn)
  A = -20%	B = -14%	C = -99*	D = 1	E = 15%	F = -2	G = -4%
> COc1ccc(-c2ccc(SCc3cccnc3)nn2)cc1OC
  A = 2%	B = -1%	C = -63*	D = 19*	E = -3%	F = 39	G = 0%
> CCN(c1ccccc1)S(=O)(=O)c1ccc(OC)c(NC(=O)Cc2ccccc2OC)c1
  A = -15%	B = ?	C = -17	D = .	E = .	F = .	G = -6%
> COc1ccc(Cc2nnc(SCC(=O)c3ccc4c(c3)NC(=O)CO4)o2)cc1
  A = -40%	B = ?	C = -24	D = .	E = .	F = .	G = 4%
> Cc1cccc(C2=NN(c3ccc(Br)cc3)[C@@H](C(=O)N3CCOC3=O)[C@@H]2c2ccc([N+](=O)[O-])cc2)c1
  A = -31%	B = .	C = 6	D = 4	E = -8%	F = i	G = -24%

Limited to Shiga inhibitor, for 2 of the compounds above:
Compound | Shiga inhibitor
Cc1cccc(C2CC(c3ccc(Br)cc3)Nc3nc(N)nn32)c1 (stereo not drawn) | -12
CCCn1nc(C(=O)N2CC(=O)Nc3ccccc32)c2ccccc2c1=O | 3

Following part
Letter code – A = AmpC no deterg; B = AmpC detergent; C = HCMV inh; D = CHX counter; E = Giardia FBPA inh; F = Shiga inhibitor; G = AMA1 RON2 block
> O=C(NCCN1CCOCC1)c1ccc(NS(=O)(=O)c2cccc([N+](=O)[O-])c2)cc1
  A = -20%	B = ?	C = -30	D = .	E = .	F = .	G = -16%
> O=C1CC(/C=C/c2ccncc2)=Nc2ccccc2N1
  A = -11%	B = 4%	C = -99*	D = 30*	E = 5%	F = 33	G = 2%
> COc1ccc(OCC(=O)NC(=O)c2ccccc2OC)c([N+](=O)[O-])c1
  A = -13%	B = ?	C = 6	D = .	E = .	F = .	G = -16%
> O=C(Nc1ccc2cn[nH]c2c1)c1ccc(Cl)c(S(=O)(=O)N2CCOCC2)c1
  A = -11%	B = -1%	C = -5	D = 45*	E = -1%	F = 5	G = -12%
> COc1ccc(CCC(=O)N2CCN(S(=O)(=O)c3ccc4ccccc4c3)CC2)cc1
  A = 38%	B = -14%	C = -35	D = -2	E = 1%	F = -18	G = -5%
> COc1ccc(S(=O)(=O)Nc2ccc(-c3ccc(N4CCCC4)nn3)cc2)cc1C
  A = -53%	B = -11%	C = ?	D = .	E = .	F = .	G = 5%
> Cc1ccc(CNC(=O)CCCC(=O)Nc2cc(C)on2)cc1
  A = -7%	B = -5%	C = -36	D = -2	E = 5%	F = -6	G = -23%
> Nc1c(Cl)cnc(C(Cl)(Cl)Cl)c1Cl
  A = -30%	B = 0%	C = -18	D = -1	E = -5%	F = 10	G = -10%
> CCN(CC)S(=O)(=O)c1cccc(NC(=O)CCNC(=O)NC23CC4CC(CC(C4)C2)C3)c1
  A = 33%	B = -13%	C = .	D = .	E = .	F = .	G = -7%
> O=C(Cn1cc([N+](=O)[O-])cn1)NC1CCCCCC1
  A = -8%	B = -10%	C = 20	D = -3	E = -11%	F = -13	G = -10%
> COc1ccc(CCNS(=O)(=O)c2cc3c4c(c2)CCN4C(=O)CC3)cc1
  A = 1%	B = 3%	C = -4	D = .	E = .	F = .	G = -3%
> Cc1ccc(NC(=O)C2CCN(c3ncnc4sc(C)c(C)c34)CC2)cc1S(=O)(=O)N(C)C
  A = 28µM*	B = ?	C = ?	D = .	E = .	F = .	G = -3%
> C(#CCN1CCOCC1)COCC#Cc1ccccc1
  A = 8%	B = -2%	C = 23	D = 11	E = -14%	F = -2	G = -13%
> O=C1N/C(=C/c2ccc(N3CCOCC3)o2)C(=O)N1c1cccc(Cl)c1
  A = -17%[2.29 µM]	B = -1%	C = -100*	D = 22*	E = -25%	F = 23	G = 73%[activator]
> CCOC(=O)C1CCCN(CCC(=O)Nc2ccc(F)c(F)c2)C1 (stereo not drawn)
  A = -4%	B = 7%	C = -16	D = -4	E = -10%	F = -17	G = -4%
> CCCc1c(O)nc(SC2CC(=O)N(c3cc(OC)ccc3OC)C2=O)[nH]c1=O (stereo not drawn)
  A = -20%	B = ?	C = 1	D = 3	E = -24%	F = 0	G = -5%
> CCOC(=O)Cn1c(=O)oc2cc(S(=O)(=O)N(C)c3cccc(C)c3)ccc21
  A = 27%	B = 6%	C = -1	D = 0	E = -2%	F = -14	G = -2%
> COc1ccc(NC(=O)COc2nc3ccccc3nc2N2CCOCC2)c(OC)c1
  A = -20%	B = 3%	C = 22	D = -1	E = 6%	F = 1	G = -8%
> O=C(NCc1ccc(F)cc1F)Nc1cnccc1C(F)(F)F
  A = -8%	B = -3%	C = -68*	D = -2	E = 1%	F = -2	G = -2%
> O=C(NC1Cc2ccccc2C1)c1cc(COc2ccc(F)cc2Cl)on1
  A = -17%	B = -7%	C = -40	D = -4	E = 8%	F = -6	G = -6%
> CCN1C(=O)c2cccc3c(S(=O)(=O)NCc4ccccc4)ccc1c23
  A = -29%	B = -21%	C = 191	D = .	E = .	F = .	G = 46%[activator]
> CC(NC(=O)CC1SC(N)=NC1=O)c1ccccc1 (stereo not drawn)
  A = -4%	B = -3%	C = -6	D = -1	E = 4%	F = -13	G = -3%
> CCOC(=O)c1cn(CC(=O)Nc2cccc(Cl)c2)nn1
  A = 7%	B = -7%	C = -16	D = -2	E = 20%	F = -2	G = -3%
> Cc1ccc(CN(Cc2cccnc2)C(=O)CN2C(=O)COc3ccccc32)o1
  A = 12%	B = -11%	C = 55	D = 8	E = -4%	F = -12	G = 2%
> Cc1nn(-c2ccccc2)c(C)c1CN
  A = 22%	B = 6%	C = -12	D = -2	E = -1%	F = -24	G = 10%
> c1ccc(-c2ccccc2OCCCCN2CCCCCC2)cc1
  A = 52%	B = -4%	C = -77*	D = -1	E = ?	F = -14	G = 5%

Two compounds drawn at random from those above:
Letter code – A = AmpC no deterg; B = AmpC detergent; C = HCMV inh; D = CHX counter; E = Giardia FBPA inh; F = Shiga inhibitor; G = AMA1 RON2 block
> O=C(NCCN1CCOCC1)c1ccc(NS(=O)(=O)c2cccc([N+](=O)[O-])c2)cc1
  A = -20%	B = ?	C = -30	D = .	E = .	F = .	G = -16%
> Cc1ccc(OCCCCn2ccnc2)c([N+](=O)[O-])c1
  A = 4%	B = -6%	C = -15	D = 21*	E = ?	F = 36	G = -2%

Complete entries from above:
CCOC(=O)C1CCCN(CCC(=O)Nc2ccc(F)c(F)c2)C1 (stereo not drawn) in the list: AmpC no deterg: -4%; AmpC detergent: 7%; HCMV inh: -16; CHX counter: -4; Giardia FBPA inh: -10%; Shiga inhibitor: -17; AMA1 RON2 block: -4%
COc1ccc(-c2ccc(SCc3cccnc3)nn2)cc1OC in the list: AmpC no deterg: 2%; AmpC detergent: -1%; HCMV inh: -63*; CHX counter: 19*; Giardia FBPA inh: -3%; Shiga inhibitor: 39; AMA1 RON2 block: 0%
O=C(NCc1ccc(F)cc1F)Nc1cnccc1C(F)(F)F in the list: AmpC no deterg: -8%; AmpC detergent: -3%; HCMV inh: -68*; CHX counter: -2; Giardia FBPA inh: 1%; Shiga inhibitor: -2; AMA1 RON2 block: -2%
